Assay outcomes (PubChem BioAssay)
CHRM4 agonist – human M4 muscarinic receptor agonists, primary screen, CHO-K1 cells, Fluo-8 calcium fluorescence. Muscarinic acetylcholine receptor M4 (Homo sapiens), P08173. CHO-K1 hM4/Gqi5; vehicle 0%, full acetylcholine response 100%. activation, % at 3 µM. 360,000 compounds, 0.14% hits. AID 624127, 2012;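 active = activation above the run mean over all test wells plus 3 SD, cut at about 32% in these data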;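 also: peak over basal fluorescence ratio per well then scaled between controls; 0% = DMSO wells and 100% = acetylcholine at EC100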
Target sequence (P08173 whole entry, looked up): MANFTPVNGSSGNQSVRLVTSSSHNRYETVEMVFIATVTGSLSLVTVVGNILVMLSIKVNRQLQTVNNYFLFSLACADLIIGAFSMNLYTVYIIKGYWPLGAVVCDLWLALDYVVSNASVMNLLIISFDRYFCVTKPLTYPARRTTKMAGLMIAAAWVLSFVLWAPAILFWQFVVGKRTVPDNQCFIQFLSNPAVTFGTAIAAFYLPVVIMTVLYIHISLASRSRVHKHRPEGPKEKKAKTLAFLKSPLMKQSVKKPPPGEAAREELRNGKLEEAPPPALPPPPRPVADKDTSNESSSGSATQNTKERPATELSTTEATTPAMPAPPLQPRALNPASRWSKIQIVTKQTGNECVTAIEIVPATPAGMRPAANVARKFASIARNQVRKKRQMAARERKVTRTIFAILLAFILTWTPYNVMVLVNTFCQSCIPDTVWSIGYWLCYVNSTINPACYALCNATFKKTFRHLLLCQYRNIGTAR
CRFR2-BP ag – agonists of CRF-BP/CRF-R2 complex, primary screen, cell-based, HEK293, calcium dye fluorescence, uHTS; CRF-binding protein / CRF receptor 2 complex (human); calcium dye fluorescence (FLIPR); percent of saturating CRF peptide response; activation, % at 13.2 µM; 350,000 compounds, 0.46% hits;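 active = activation of at least 50%, plus an integration ratio under a set limit after plate pattern correction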;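 also: plate controls were neutral control wells without compound for no effect and CRF at EC100 for full effect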
M4 PAM – human M4 muscarinic receptor positive allosteric modulators, primary screen, CHO-K1 cells, Fluo-8 calcium fluorescence. Muscarinic acetylcholine receptor M4 (Homo sapiens), P08173. CHO-K1 hM4/Gqi5, ACh EC20; 0% = ACh EC20, 100% = maximal ACh. activation, % at 3 µM. 360,000 compounds, 0.4% hits;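 active = activation above its plate's cutoff, the mean activation of sample wells plus 3 SD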; also: some results filed as inactive read as strong as hits
M4 antag – human M4 muscarinic receptor antagonists, primary screen, CHO cells, Fluo-8 calcium fluorescence | Muscarinic acetylcholine receptor M4 (Homo sapiens), P08173 | CHO-hM4 cells, ACh EC80 | inhibition, % at 3 µM | 360,000 compounds, 0.73% hits | AID 624125, 2012;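 active = inhibition above its plate's cutoff, the mean inhibition of sample wells plus 3 SD, cut at about 27% in these data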;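 also: 0% = acetylcholine EC80 with DMSO and 100% = DMSO without agonist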
IDE cell inh – human IDE inhibitors in live cells, primary screen, fluorescence polarization, HEK cells, FAbetaB substrate | 320,000 compounds, 0.41% hits | inhibition, % at 5.59 µM | Insulin-degrading enzyme (Homo sapiens), P14735 | FAbetaB cleavage | AID 434962, 2010;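 active = percent inhibition above the average of all tested compounds plus 3 SD, set per screening campaign, cut at about 16% in these data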;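 also: IDE supplied by intact live HEK cells; FP after avidin binding of uncleaved biotin substrate so inhibition keeps polarization high; 0% = DMSO wells and 100% = 60 µM reference IDE inhibitor Ii1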
M5 antag – human M5 muscarinic receptor antagonists, primary screen, CHO cells, Fluo-8 calcium fluorescence; 360,000 compounds, 0.59% hits; CHO-hM5 cells, ACh EC80; Muscarinic acetylcholine receptor M5 (Homo sapiens), P08912; inhibition, % at 3 µM;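 active = inhibition above a per-plate cutoff, the mean of that plate's test compounds plus 3 SD, cut at about 27% in these data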;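 also: 0% = acetylcholine EC80 with DMSO and 100% = DMSO without agonist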
Target sequence (P08912 whole entry, looked up): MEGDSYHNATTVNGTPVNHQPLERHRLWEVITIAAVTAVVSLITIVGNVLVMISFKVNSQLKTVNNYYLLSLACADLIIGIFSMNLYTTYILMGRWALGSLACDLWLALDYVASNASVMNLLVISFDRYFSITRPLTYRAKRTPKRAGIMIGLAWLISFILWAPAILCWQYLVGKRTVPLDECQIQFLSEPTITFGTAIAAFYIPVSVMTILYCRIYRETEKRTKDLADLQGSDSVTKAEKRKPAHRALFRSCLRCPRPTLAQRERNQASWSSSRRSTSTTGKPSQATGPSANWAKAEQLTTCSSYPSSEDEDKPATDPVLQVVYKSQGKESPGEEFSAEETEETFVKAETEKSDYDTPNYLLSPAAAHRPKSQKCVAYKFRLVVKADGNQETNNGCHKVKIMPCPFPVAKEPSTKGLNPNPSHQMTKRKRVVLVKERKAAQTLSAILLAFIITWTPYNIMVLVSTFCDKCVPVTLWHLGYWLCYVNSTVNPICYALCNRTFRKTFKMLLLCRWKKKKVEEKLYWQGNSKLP
M5 PAM – human M5 muscarinic receptor positive allosteric modulators, primary screen, CHO-K1 cells, Fluo-8 calcium fluorescence; CHO-K1 hM5, ACh EC20 PAM; 0% = ACh EC20, 100% = ACh EC100; activation, % at 3 µM; 360,000 compounds, 0.3% hits;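 active = activation above the run cutoff, the mean activation of all test compounds plus 3 SD, cut at about 18% in these data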
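Assay system: CHO-K1 hM5 cells / Incubation: Fluo-8 loading 80 min at 37 °C plus 30 min room temperature / Technique: Fluo-8 calcium dye fluorescence, kinetic read / Repeats: single replicate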
CRFR2-BP antag – antagonists of CRF-BP/CRF-R2 complex, primary screen, cell-based, HEK293, calcium dye fluorescence, uHTS; inhibition, % at 11.8 µM; 350,000 compounds, 0.59% hits; CRF-induced calcium fluorescence; AID 588475, 2011;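 active = inhibition of the ligand-induced calcium signal above about 50% at the single tested concentration, limit read from the data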
M5 ag – human M5 muscarinic receptor agonists, primary screen, CHO-K1 cells, Fluo-8 calcium fluorescence; Muscarinic acetylcholine receptor M5 (Homo sapiens), P08912; CHO-K1 hM5 cells; 0% DMSO wells, 100% maximal acetylcholine response; activation, % at 3 µM; 360,000 compounds, 0.19% hits;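 active = activation above the run's mean over test compounds plus 3 SD, cut at about 23% in these data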;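 also: signal is peak over basal fluorescence ratio across the kinetic read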
The depositor's hits bear a star; nt = no result given.

SMILES	CHRM4 agonist	CRFR2-BP ag	M4 PAM	M4 antag	IDE cell inh	M5 antag	M5 PAM	CRFR2-BP antag	M5 ag
CC(=O)c1c(C)[nH]c(C(=O)OCC(=O)Nc2cc(Cl)ccc2[N+](=O)[O-])c1C	14	-2.3	-7	5	-2	18	-18	-47	5
C#Cc1ccc([C@@H]2C=C(C(=O)N3CCN(Cc4ccccc4)CC3)O[C@H](OCC)[C@H]2CCCO)cc1	5	-1.2	3	14	-2	10	-4	2	-1
O=C(CN1C(=O)C2C3CC(C(Br)C3Br)C2C1=O)N1CCN(Cc2ccccc2)CC1 (stereo unspecified)	11	24	-8	6	1	13	-5	-39	4
COc1cc2c3c(c1)C1(C(=O)N3C(C)(C)C=C2C)C(C#N)=C(N)Oc2cc(O)ccc21 (stereo unspecified)	0	-0.8	1	0	-6	2	-2	25	-8
COc1ccc(Cl)cc1N1C(=O)C2CCCN2C1c1ccc(F)c(F)c1 (stereo unspecified)	0	-2.8	7	-14	3	3	-8	8	-2
Cc1nn2c(N)c(C#N)cnc2c1-c1ccc(Cl)cc1	0	-1.2	18	-2	5	-3	1	5	-1
O=C(O)c1cccnc1SCc1ccccc1Cl	1	0.2	5	-7	11	2	9	4	3
COc1ccc(OCc2csc(N)n2)cc1	1	0.7	2	-5	-1	9	4	-9	3
COc1cc(C(=O)OCCCN(C)C)cc(OC)c1OC	0	-1.1	-25	-8	-6	-11	5	17	-1
COc1cccc(NC(=O)CC(=O)c2ccccc2)c1	1	-3.0	-2	-3	5	5	0	11	-3
COc1cc(C(=O)OCC(=O)Nc2c(F)c(F)c(F)c(F)c2F)cc(OC)c1OC	0	-0.6	6	6	-1	8	-1	-37	-1
CN1C(=O)/C(=C/c2cn(CC(=O)N3CCCCC3)c3ccccc23)NC1=S	1	6.8	6	-3	nt	-6	3	-20	-3
O=C(CNc1cccc(C(F)(F)F)c1)N/N=C/c1ccccc1C(=O)O	0	1.7	-7	-6	1	-1	0	0	-1
CC(=O)Nc1cc2nc(C)n(Cc3ccc([N+](=O)[O-])cc3)c2nc1C	1	1.3	-2	6	0	-2	4	-3	1
CCCOP(=O)(OCCC)C(Nc1ccc(C(C)C)cc1)c1ccc([N+](=O)[O-])cc1 (stereo unspecified)	0	-2.2	3	-5	-2	4	-3	-75	0
Cc1ccccc1N1C(S)=C(C#N)C(=O)NC1c1cccs1 (stereo unspecified)	1	0.4	7	-7	3	-10	11	-6	-5
COc1ccc(NC(=O)CN2CCc3ccccc3C2)cc1	2	-1.5	6	-10	nt	-3	2	4	-2
O=C(CN1CCOCC1)Nc1c(Cl)cc(Cl)cc1Cl	2	0.2	5	3	-4	3	2	-3	4
O=C(O)c1cccc(NC(=O)c2ccccc2NC(=O)c2ccccc2F)c1	0	0.5	-3	-4	1	1	1	12	2
CCCCCCn1c(SCC(=O)c2ccccc2)nc2c1c(=O)[nH]c(=O)n2C	0	-0.3	-9	10	2	-1	-8	-7	1
CCOc1ccccc1NC(=O)CCNC(=O)c1ccc(Cl)cc1	2	-1.1	4	-11	5	2	7	11	0
Cc1ccc(C(c2sc3nc(C)nn3c2O)N2CCN(C(=O)c3ccco3)CC2)cc1 (stereo unspecified)	-1	-0.4	6	-23	11	-4	-3	5	-4
Oc1cc(-c2ccncc2)cc2cccnc12	0	-1.4	-4	12	-4	17	1	10	1
COc1cccc(-c2nc(-c3ccc(C(=O)O)cc3)no2)c1	0	1.4	9	-1	-3	9	2	-2	0
CCc1cc2ccc(C)cc2nc1SCC(=O)Nc1cc(OC)c(OC)cc1C(=O)O	1	1.3	13	2	-1	-2	4	39	-2
O=C1c2cccc3cccc(c23)C(=O)N1CCN1CCN(CC(O)COc2ccc3ccccc3c2)CC1 (stereo unspecified)	15	1.8	-17	-3	3	11	-11	-13	-4
C=CC[C@@H](CC(=O)N(CCO)Cc1ccccc1)C(=O)N[C@H](COC(=O)[C@@H](CC=C)CC(=O)OC(C)(C)C)C(C)(C)C	2	-0.1	1	-1	1	4	-9	4	-1
Cc1ccc(SCC(=O)NN2C(=O)c3ccccc3C2=O)cc1	2	-1.1	4	-2	-4	1	-6	34	-2
CCc1cc(=O)oc2cc(C)cc(OCC(=O)N3CCC(C(=O)O)CC3)c12	0	-0.8	12	-8	0	6	4	5	2
O=[N+]([O-])c1ccccc1S(=O)(=O)N1CCN(Cc2ccsc2)CC1	17	-1.3	-6	3	7	14	-10	-31	2
CN(c1ccccc1)c1nc(N)c([N+](=O)[O-])c(Nc2ccccc2)n1	0	-0.4	0	2	5	14	-3	3	-4
O=C(NCCc1cccc(Cl)c1)c1ccc2c(c1)OCO2	1	-1.5	-4	4	2	-5	0	8	-5
O=C(CCOc1cccc(Br)c1)NNC(=O)COc1ccc(F)cc1	1	0.0	11	-13	nt	4	0	24	0
CCn1c(SCC(=O)Nc2ccccc2N2CCOCC2)nnc1-c1ccccc1	2	0.1	1	5	3	6	-6	-3	-8
C/C(=N\NC(N)=O)c1ccc(Cl)cc1	0	-0.6	10	-7	3	-4	-1	-16	0
C#CCOCCOCCOCCNc1nc(N2CCN(C(=O)CCCCCCCCCCNC(=O)[C@H](CCCCN)n3cc(C)nn3)CC2)nc(N2CCN(C(=O)CCCCCCCCCCNC(=O)[C@@H]([C@H](C)CC)n3cc(CCCCCN)nn3)CC2)n1	3	nt	-8	7	4	5	-3	nt	-8
CN(C)CC/C=C1/c2ccccc2CS(=O)(=O)c2ccccc21	1	-1.5	-39	11	0	15	-30	-1	-21
O=[N+]([O-])c1ccc(Cl)cc1N1CCCCC1	1	1.2	9	-12	-1	4	10	-1	-2
CN1CCC[C@@H]1CCNC(=O)c1cccc2c1C(=O)c1ccc(N3CCCC3)cc1S2(=O)=O	8	14	0	2	2	10	-3	-8	4
COc1ccc(CCN2C(=O)CC(NNC(=O)c3cccc(O)c3)C2=O)cc1 (stereo unspecified)	1	2.2	12	-5	3	1	-4	-23	-1
CCOc1cc(/C=C2/C(=N)N3OC(C)=CC3=NC2=O)ccc1OC	10	-0.5	-7	-3	0	7	-8	-6	2
Cc1csc(NC(=O)c2ccoc2C)n1	0	-0.5	21	-3	4	-5	7	6	1
CCN(CC)C(=O)CSc1nc2cc3c(cc2c(=O)n1CCCC(=O)NCCc1ccc(OC)c(OC)c1)OCO3	3	-1.1	-3	-3	-5	7	10	3	1
Cc1cnc(NC(=O)c2cc3c(s2)CCCC3)s1	1	5.5	14	-1	5	-1	-1	-34	-7
Cc1ccccc1-c1ccc(=O)n(CC(=O)Nc2ccc(C(=O)N3CCCC3)cc2)n1	-2	-0.4	6	4	10	-3	-1	-8	3
COC(=O)[C@@]1(Cc2ccccc2)[C@H]2C(=O)N(Cc3ccccc3)C(=O)[C@H]2[C@H]2CN=C(SCc3ccc(C)cc3)N21	2	-1.0	1	-13	nt	3	0	-15	0
CC(=O)Nc1ccc(NC(=O)c2cc([N+](=O)[O-])cc([N+](=O)[O-])c2)cc1	1	-0.8	7	-10	4	-8	5	11	3
Cc1nn(-c2ccccc2)c(Cl)c1/C=C1/C(=N)N2N=C(C(C)C)SC2=NC1=O	2	-1.0	8	-16	0	-8	3	1	-2

15 structures from above, ordered by number of heavy atoms, highest first.
SMILES	CHRM4 agonist	CRFR2-BP ag	M4 PAM	M4 antag	IDE cell inh	M5 antag	M5 PAM	CRFR2-BP antag	M5 ag
C#CCOCCOCCOCCNc1nc(N2CCN(C(=O)CCCCCCCCCCNC(=O)[C@H](CCCCN)n3cc(C)nn3)CC2)nc(N2CCN(C(=O)CCCCCCCCCCNC(=O)[C@@H]([C@H](C)CC)n3cc(CCCCCN)nn3)CC2)n1	3	nt	-8	7	4	5	-3	nt	-8
CCN(CC)C(=O)CSc1nc2cc3c(cc2c(=O)n1CCCC(=O)NCCc1ccc(OC)c(OC)c1)OCO3	3	-1.1	-3	-3	-5	7	10	3	1
COC(=O)[C@@]1(Cc2ccccc2)[C@H]2C(=O)N(Cc3ccccc3)C(=O)[C@H]2[C@H]2CN=C(SCc3ccc(C)cc3)N21	2	-1.0	1	-13	nt	3	0	-15	0
CN1CCC[C@@H]1CCNC(=O)c1cccc2c1C(=O)c1ccc(N3CCCC3)cc1S2(=O)=O	8	14	0	2	2	10	-3	-8	4
Cc1ccccc1-c1ccc(=O)n(CC(=O)Nc2ccc(C(=O)N3CCCC3)cc2)n1	-2	-0.4	6	4	10	-3	-1	-8	3
CCn1c(SCC(=O)Nc2ccccc2N2CCOCC2)nnc1-c1ccccc1	2	0.1	1	5	3	6	-6	-3	-8
COc1ccc(CCN2C(=O)CC(NNC(=O)c3cccc(O)c3)C2=O)cc1 (stereo unspecified)	1	2.2	12	-5	3	1	-4	-23	-1
CC(=O)Nc1ccc(NC(=O)c2cc([N+](=O)[O-])cc([N+](=O)[O-])c2)cc1	1	-0.8	7	-10	4	-8	5	11	3
CCOc1cc(/C=C2/C(=N)N3OC(C)=CC3=NC2=O)ccc1OC	10	-0.5	-7	-3	0	7	-8	-6	2
CN(C)CC/C=C1/c2ccccc2CS(=O)(=O)c2ccccc21	1	-1.5	-39	11	0	15	-30	-1	-21
O=C(NCCc1cccc(Cl)c1)c1ccc2c(c1)OCO2	1	-1.5	-4	4	2	-5	0	8	-5
Cc1cnc(NC(=O)c2cc3c(s2)CCCC3)s1	1	5.5	14	-1	5	-1	-1	-34	-7
O=[N+]([O-])c1ccc(Cl)cc1N1CCCCC1	1	1.2	9	-12	-1	4	10	-1	-2
Cc1csc(NC(=O)c2ccoc2C)n1	0	-0.5	21	-3	4	-5	7	6	1
C/C(=N\NC(N)=O)c1ccc(Cl)cc1	0	-0.6	10	-7	3	-4	-1	-16	0
